E coli WT inh: blocks growth of wild type E. coli BW25113; E. coli BW25113 growth inhibition, OD600; inhibition, % at 10 µM; 0.05% of 20,000 active; AID 552; in the data active means inhibition above about 40%;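 further: bacteria exposed to compound for 20 hours at 37 °C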
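Material: bacterial strain in a whole-cell growth screen; Amount: inoculum from a 1:1000 dilution of a 1.5 h subculture; Buffer or medium: LB plus kanamycin 50 µg/mL; Dosing: one dose, 10 µM final; Times: compound exposure of 20 h at 37 °C; Measured by: absorbance at 615 nm as a measure of bacterial growth.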
Starred values were filed as active, the others as inactive.

mol	E coli WT inh
COc1cccc(-n2ccnc2SCC(=O)N2CCc3ccccc32)c1	18
CCOC(=O)Cc1csc(NC(=O)C2C3C=CC(C3)C2C(=O)O)n1 (centres undefined)	-17
CCOCCCNC(=O)CCCOc1ccccc1	-17
O=c1cc(CSc2ccccn2)c2ccccc2[nH]1	-3
Cn1c(=O)c2c(nc(NCCNC(=O)c3ccco3)n2Cc2ccccc2Cl)n(C)c1=O	-6
NC(=O)CSc1ccc(Br)cc1	-13
CSc1ccccc1NC(=O)CN(c1cccc(C)c1)S(C)(=O)=O	-20
COc1ccc2c(c1)c(=O)oc1c(C)c3occ(C)c3cc12	-20
Cc1nn(CC(=O)N(C)C)c(=O)c2ccccc12	-21
Cc1ccc(C)n1/N=C1/NC(=O)CS1	-23
CN(CC(=O)N1CCN(c2ccccn2)CC1)S(=O)(=O)c1ccc(Br)cc1	-21
CCCCC(=O)NCCc1cc2ccc(OC)cc2[nH]c1=O	6
O=C(Nc1ccc2nsnc2c1)c1ccc2c(c1)OCO2	-17
CCCNC(=O)c1ccccc1C(=O)NCCC	9
COc1ccc(C2(C(=O)NCCN3CCOCC3)CCOCC2)cc1	-18
Nc1nc(SCC(=O)NCc2ccco2)[nH]c(=O)c1-c1ccccc1	-12
CC1=C(C(=O)OC2CCCCC2)C(c2ccc(C)o2)C2=C(CC(C)(C)CC2=O)N1 (centres undefined)	5
CCc1cccc(NC(=O)CN(C)S(=O)(=O)c2cccc3nsnc23)c1	0
O=C(Nc1ccc2c(c1)OCCO2)C1CCN(C(=O)c2ccc(F)cc2)CC1	-1
Clc1ccc(OCCn2ccnc2)c2ccccc12	-6
O=C(Nc1ccc(S(=O)(=O)N2CCOCC2)cc1)c1cccs1	-17
CCn1ncc(C2=NOC(C(=O)N3CCC(C(N)=O)CC3)C2)c1C (centres undefined)	11
O=C(COc1cc(Cl)c(Cl)cc1Cl)Nc1ccncc1	1
Cc1ccc(C(=O)OCC(=O)Nc2ccc3c(c2)OCO3)o1	5
CSc1ccc(S(=O)(=O)Nc2c(C)cccc2C)cc1	-11
CN1C(=O)C(O)(CC(=O)c2ccc(F)cc2)c2cc(Br)ccc21 (centres undefined)	-1
CCN(CC)CCCNc1nnc(C)c(=O)[nH]1	5
Fc1ccc(NCc2nnc(SCc3nnc(-c4ccccc4)o3)n2CC2CCCO2)cc1 (centres undefined)	10
CCN(CC)c1ccc2c(c1)CCCN2	-1
COc1ccc(S(=O)(=O)NCCCCNS(=O)(=O)c2ccc(OC)cc2)cc1	-7
CCCCOc1ccc(C(=O)Nc2ccncc2)cc1	7
CCOC(=O)N1CCN(C(=O)c2cc(Cl)c(Cl)cc2C(=O)O)CC1	-22
COCc1c(Br)c(C)nc(OCC(=O)O)c1C#N	-17
O=C1NC(c2ccccc2)(C(F)(F)F)SC2=CCCCCN12 (centres undefined)	10
O=C(c1ccc2c(c1)OCO2)N(c1ccccc1)C1C=CS(=O)(=O)C1 (centres undefined)	-16
Cc1ccc(OCC(=O)NCCN2CCCC2)cc1	-4
CCCCOc1ccc(NC2=NC3(CCCC3)N=C(N)N2)cc1	-7
Cc1ccc(C(=O)Nc2ccccc2C(=O)NCc2ccco2)cc1S(=O)(=O)N1CCCCC1	-10
Cc1ccc(-c2nn3c(C)nnc3s2)cc1NCc1c(F)cccc1Cl	-28
c1ccc(-c2nc[nH]c2-c2ccccc2)cc1	-11
N#CC(C(=O)Nc1cccc(Cl)c1)=C1Nc2ccccc2N1	-19
CC(CN1CCCCC1)OC(=O)c1ccc2c(c1)OCO2 (centres undefined)	0
NCC(O)COc1ccc2c(c1)OCO2 (centres undefined)	-7
CC(C)(C)c1ccc(C(=O)N2CCC(C(=O)NCc3ccncc3)CC2)cc1	5
COc1ccc(C(C)N2CC34C=CC(O3)C(C(=O)OCC(C)C)C4C2=O)cc1 (centres undefined)	1
COc1ccc(-c2noc(CCC(=O)NCCCN3CCC(Cc4ccccc4)CC3)n2)cc1	-4
Cc1nnc2sc(-c3ccc(NC(=O)CSc4ccc(Cl)cc4)cc3)nn12	-10
CCCCc1nc(SCC(=O)Nc2ccc(S(N)(=O)=O)cc2)n[nH]1	6
C=CCSc1nnc(-c2cccnc2)o1	-1
CCOCCCn1c(=N)c(C(N)=S)cc2c(=O)n3cccc(C)c3nc21	-13
COc1ccc(CC(=O)OCc2cc3ccc(C)cc3[nH]c2=O)cc1	-22
O=C1CC(c2cccs2)CC2=C1C(c1ccccc1)n1ncnc1N2 (centres undefined)	1
COc1ccc(-c2cc(C(=O)NCc3ccc(Cl)cc3)no2)cc1OC	0
Cc1ccc(-c2csc3nnc(SCc4csc(C)n4)n23)cc1	2
O=C(CCn1c(=O)oc2ccccc21)NCc1ccco1	1
Cc1ccc(SCc2cc(=O)n3[nH]c(C)nc3n2)cc1	-28
O=C(O)CCCC(=O)Nc1ccc(C(=O)N2CCCCC2)cc1	0
CC1CCc2c(sc3nc(SCC(=O)NCc4ccco4)nc(N)c23)C1 (centres undefined)	-14
Cc1c(C(=O)OCc2ccccc2)[nH]c2c1C(=O)CC(c1ccco1)C2 (centres undefined)	5
Cn1c(=O)c2[nH]cnc2n(C)c1=O	3

Carrying on:
mol	E coli WT inh
OC(COc1ccc2c(c1)CCC2)Cn1cnc2ccccc21 (centres undefined)	-20
CCOc1ccccc1NC(=O)c1ccccc1N(C)S(C)(=O)=O	-20
Cn1c(=O)c2c(ncn2CCCNC2=CC(C)(C)CC(=O)C2)n(C)c1=O	-21
Cc1cccc(NC(=O)CSc2nnc(-c3ccccc3C)o2)c1	-4
CCOc1cc(C2Nc3ccccc3C(=O)N2c2ccccc2OC)ccc1O (centres undefined)	-1
CCOC(=O)C1=C(C)NC(=O)NC1c1ccc(OC(C)C(=O)O)c(OC)c1 (centres undefined)	-31
COc1ccc(-c2cc(=O)[nH]c(NCc3ccccc3)n2)cc1	-6
Cc1cccc(Cn2c(SCCN3CCCCC3)nc3c2c(=O)[nH]c(=O)n3C)c1	7
CC1(C)CC(=O)C2=C(C1)NCN(Cc1ccc3c(c1)OCO3)C2	-17
CC(C)n1c(=NC(=O)c2ccco2)c(C#N)cc2c(=O)n3ccccc3cc21	3
CCCNC(=O)C1CN(S(=O)(=O)c2ccccc2)CCN1S(=O)(=O)c1ccccc1 (centres undefined)	-9
CS(=O)(=O)c1ncc(Cl)c(C(=O)Nc2ccc(N3CCOCC3)cc2)n1	-1
O=C(Oc1ccc(-c2cn3c(n2)SCC3)cc1)c1ccccc1	-8
C=CCn1nnnc1SCC(=O)Nc1ccccc1C(=O)OC	2
CCOc1nc(NCCC2=CCCCC2)nc(N2CCOCC2)n1	-3
O=C(c1ccccc1-c1ccccc1)N1CCOCC1	-15
c1ccc(CSc2nnc(-c3ccco3)n2Cc2ccccc2)cc1	-17
CC(NC(=O)C1CC1)C(c1cccs1)N1CCN(c2ccccc2)CC1 (centres undefined)	6
Cc1c(NC(=O)c2c(F)c(F)c(F)c(F)c2F)c(=O)n(-c2ccccc2)n1C	-11
Cc1ccc(NC(=O)CC2NCCNC2=O)cc1 (centres undefined)	5

Reprinted at random: 7 records from the list, in no set order.
mol	E coli WT inh
CC(NC(=O)C1CC1)C(c1cccs1)N1CCN(c2ccccc2)CC1 (centres undefined)	6
CSc1ccccc1NC(=O)CN(c1cccc(C)c1)S(C)(=O)=O	-20
CS(=O)(=O)c1ncc(Cl)c(C(=O)Nc2ccc(N3CCOCC3)cc2)n1	-1
CCCCc1nc(SCC(=O)Nc2ccc(S(N)(=O)=O)cc2)n[nH]1	6
Cc1ccc(C(=O)Nc2ccccc2C(=O)NCc2ccco2)cc1S(=O)(=O)N1CCCCC1	-10
Cc1c(C(=O)OCc2ccccc2)[nH]c2c1C(=O)CC(c1ccco1)C2 (centres undefined)	5
Nc1nc(SCC(=O)NCc2ccco2)[nH]c(=O)c1-c1ccccc1	-12

(continued)
mol	E coli WT inh
CCn1c(=O)c(=O)[nH]c2cc(C(=O)N3CCN(c4ccccc4F)CC3)ccc21	-3
Cc1cc(=O)[nH]c(SCC(=O)N2CCC(C(N)=O)CC2)n1	-23
CCN1CCn2c1nc(N1CCCCC1)nc2=O	-19
CCOC(=O)c1nnn(CC(=O)Nc2cccc(F)c2)c1C(=O)OCC	5
CSc1ccccc1C(=O)Nc1cccc(N(C)S(C)(=O)=O)c1	-18
O=C(Nc1cnn(Cc2ccc(Cl)cc2Cl)c1)c1noc2c1CCCC2	7
Cc1nnc(SCC(=O)Nc2ccc(Br)cn2)[nH]c1=O	19
COc1cc(C2/C(=C(\O)c3ccc4c(c3)CC(C)O4)C(=O)C(=O)N2CCCn2ccnc2)ccc1O (centres undefined)	-14
O=C(CSc1nnnn1C1CCCCC1)NCc1cccc(C(=O)O)c1	2
COc1ccc(NC(=O)Nc2ccccc2C(=O)N2CCCC2)cc1	-23
Cc1nnc(SCc2ccon2)n1-c1ccccc1	-20
Cc1onc(-c2ccccc2)c1C(=O)NCc1cccnc1	-2
Cc1ccccc1CSc1nncn1N	3
CN(C(=O)c1ccc(S(=O)(=O)NC2CCCC2)cc1)C1CCCCC1	-5
CC1=C(C(=O)N2CCOCC2)C(c2ccsc2)C2=C(CCCC2=O)N1 (centres undefined)	-7
COc1ccccc1OCCCn1c(=O)oc2ccccc21	-6
COc1ccccc1N1CCN(C(=O)c2c(-c3c(Cl)cccc3Cl)noc2C)CC1	4
CC(C)CC(=O)CN1C(=O)C2(OCCO2)c2ccccc21	5
C/C(NC1CCCC1)=C(/C#N)C(N)=O	-2
CC1=C(n2nnc3ccccc32)C(c2ccccc2)C(C#N)=C(N)O1 (centres undefined)	13
CCCCCCn1c(CN2CCN(Cc3ccccc3)CC2)nc2c1c(=O)n(C)c(=O)n2C	-7
COc1ccc(S(=O)(=O)N2CCCC(C(=O)NCc3ccco3)C2)cc1Cl (centres undefined)	-18
COC(=O)[C@H](C)NC(=O)NCc1ccc(F)cc1	-2
COc1ccc(CC(=O)Nc2c3c(nn2-c2cccc(Cl)c2)CS(=O)(=O)C3)cc1	1
Cc1c(C(=O)NCc2ccccn2)sc2nc(-c3ccc(F)cc3)cn12	-1
COCCn1c(NCc2ccc(C)cc2)nc2c1c(=O)[nH]c(=O)n2C	6
CC1(C)OC(=O)N(c2cccnc2)C1(C)O (centres undefined)	-2
Cc1cc(C(=O)COC(=O)C2COc3ccccc3O2)c(C)n1CC1CCCO1 (centres undefined)	-2
CC(C)CCNC(=O)NC(=O)COc1ccccc1C#N	5
COC(=O)c1cc2c(=O)n3ccccc3nc2n(Cc2cccnc2)c1=N	-10
Cc1cc(S(=O)(=O)Nc2ccccc2C)ccc1F	-16
CCc1nn2c(=O)cc(N3CCN(c4cc(C)nc5ccccc45)CC3)nc2s1	2
O=C(c1cccs1)N(Cc1cccc(Cl)c1)C1CCS(=O)(=O)C1 (centres undefined)	-20
O=C(CCn1cccc1)N1CCc2ccccc21	8
Cc1ccc(C(=O)NCc2nnc(SCC(=O)Nc3sc4c(c3C#N)CCCC4)n2C)cc1	-18
CCCc1ccc(Oc2cn[nH]c2-c2ccc(O)c(C)c2O)cc1	-3
COc1cc(NC(=O)C2C3C=CC(C3)C2C(=O)O)c(OC)cc1Cl (centres undefined)	3
COc1cccc(NC(=O)NC2(C(F)(F)F)Oc3ccccc3O2)c1	-1
O=C(CN1CCN(Cc2ccccc2)CC1)NCC1COc2ccccc2O1 (centres undefined)	6
O=C1c2ccccc2C(=O)N1CCCCN1CCN(CCCCN2C(=O)c3ccccc3C2=O)CC1	-3
Cc1nnc2sc(-c3cccc(NC(=O)c4cccnc4)c3)nn12	-1
Cc1cccc2cc(CN(CCCO)C(=O)Nc3ccc(Cl)cc3)c(=O)[nH]c12	8
COc1cc(C(=O)Nc2cccc(-c3nncn3C)c2)cc(OC)c1OC	5
C=CCN(C(=O)Nc1ccc(Cl)cc1)C1CC(=O)N(c2ccc(OC)cc2)C1=O (centres undefined)	-17
CCCCC(=O)Nc1ccc(C(=O)N2CCCC(C(=O)OCC)C2)cc1 (centres undefined)	-16
COc1cc(NS(=O)(=O)c2ccc(NC(=O)c3ccc(C)o3)cc2)nc(OC)n1	-19
CCN1C(=O)c2cccc3c(S(=O)(=O)Nc4c(C)n(C)n(-c5ccccc5)c4=O)ccc1c23	2
O=C(CCSc1nc(-c2ccco2)cc(C(F)(F)F)n1)N1CCCc2ccccc21	-14
Nc1ccc(C(=O)c2ccccc2C(=O)O)cc1Cl	-20
CCC(=O)Nc1ccc(Cl)c(NC(=O)c2ccc(Br)o2)c1	-16
O=C(CN1C(=O)C2CC=C(Cl)CC2C1=O)N1CCOCC1 (centres undefined)	-21
COc1cc(C2C(C(=O)N3CCOCC3)=C(C)NC3=C2C(=O)CCC3)ccc1OC(C)=O (centres undefined)	-9
Cc1cccc(CC(=O)Nc2c3c(nn2-c2cccc(Cl)c2)CS(=O)C3)c1 (centres undefined)	0
Cc1nc(C)c(C(=O)OCC(=O)N2CCN(c3ccccc3)CC2)s1	5
C=CCN1C(=O)CS/C1=N/c1nccs1	-5
Cc1cc(O)c(NC(=O)c2ccc(Br)o2)cc1C	-1
CC1(C)CC(=O)C(CC2=C(O)CC(C)(C)CC2=O)C(=O)C1	4
CCOC(=O)C1=C(C)NC(=O)C(C#N)C1c1ccco1 (centres undefined)	-3
CCN1CCn2c1nc(N1CCOCC1)nc2=O	-20

Not all compounds are listed, so the mix of outcomes need not match the whole.
